SRC1 inh = SRC1 coactivator transcriptional activity inhibitors, primary screen, cell-based, luminescence; Nuclear receptor coactivator 1 (Homo sapiens), Q15788; HEK293 GAL4-SRC1 luciferase reporter; inhibition, % at 3.6 µM; 360,000 tested, 0.12% active; AID 588354, 2011;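 active means inhibition above the campaign mean plus 3 SD, with each screening campaign given its own cutoff, cut at about 60% in these data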;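 further: 0% = DMSO treated cells and 100% = gossypol at 36 µM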
TLR9-MyD88 inh = inhibitors of TLR9-MyD88 association in cells, primary screen, cell-based, CHO, BLA complementation, fluorescence. Toll-like receptor 9 (Homo sapiens) + Myeloid differentiation primary response protein …. CCF4 FRET ratio. inhibition, % at 4.98 µM. 340,000 tested, 0.21% active. AID 504734, 2011;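 active means inhibition above the mean over all tested compounds plus 3 SD, cut at about 21% in these data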;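 further: 0% = DMSO only wells and 100% = clavulanate BLA inhibitor control wells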
NCOA3 inh = SRC3 coactivator transcriptional activity inhibitors, primary screen, cell-based, luminescence; HEK293 GAL4-SRC3 luciferase reporter; Nuclear receptor coactivator 3 (Homo sapiens), Q9Y6Q9; inhibition, % at 3.6 µM; 360,000 tested, 0.17% active;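 active means inhibition above a per-campaign cutoff, the mean of all compounds plus 3 SD, cut at about 60% in these data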;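 further: 0% = DMSO-treated cells and 100% = gossypol-treated cells at 36 µM; higher means less SRC3-driven luciferase light from the GAL4 reporter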
NR5A2 inv ag = LRH-1 (NR5A2) inverse agonists, primary screen, cell-based, luminescence, HEK293T, StAR-luciferase reporter; LRH-1 transfected, 24 h; inhibition, % at 3.6 µM; 360,000 tested, 0.13% active;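 active means inhibition above the mean inhibition of all tested compounds plus 3 SD, cut at about 73% in these data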;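 further: 0% = DMSO wells and 100% = reporter-only cells lacking LRH-1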
NOD2-RIPK2 inh = NOD2-RIPK2 binding disruptors in cells, primary screen, fluorescence, CHO cells, BLA complementation | Receptor-interacting serine/threonine-protein kinase 2 (Homo sapiens), O43353 | 360,000 tested, 0.38% active | CCF4 ratio | inhibition, % at 4.98 µM | AID 624267, 2012; in the data active means inhibition above about 21%;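 further: 0% = vehicle only and 100% = reference blocker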
ABHD5 PLIN5 PPI = ABHD5-PLIN5 interaction inhibitors, primary screen, cell lysate, split luciferase complementation, luminescence; Perilipin-5 (Homo sapiens) + 1-acylglycerol-3-phosphate O-acyltransferase ABHD5 (Homo …; Split G. princeps luciferase complementation, 4 h; inhibition, % at 4 µM; 360,000 tested, 0.78% active; AID 602281, 2012;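 active means inhibition above the mean inhibition across every tested compound plus 3 SD, cut at about 22% in these data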;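 further: 0% = DMSO only wells and the 100% control is not disclosed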
TROY signal inh = inhibitors of TROY-driven NF-kB signaling, primary screen, Q293 LMP1-TROYcd cells, NF-kB luciferase, uHTS. Q293 LMP1-TROYcd NF-kB luciferase reporter, 4 h. inhibition, % at 10 µM. 360,000 tested, 0.98% active. AID 1347056, 2019;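 active means compounds whose plate-normalised and pattern-corrected inhibition of the luciferase reporter signal at the single screening dose is 50% or more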
TWEAK-Fn14 inh = inhibitors of TWEAK-Fn14 signaling, primary screen, luciferase reporter cells, uHTS; inhibition, % at 10 µM; TWEAK-stimulated Fn14 reporter cells, luciferase luminescence, 8 h; 360,000 tested, 2% active; in the data active means inhibition above about 50%
Granule exo inh = LAMP-1 surface exposure blockers, TALL-104 cells – cell-based, flow cytometry, MLPCN library, primary screen; inhibition, % at 10 µM; AID 651702, 2012; TALL-104 LAMP-1 surface exposure; cells stimulated with thapsigargin and PMA; 360,000 tested, 0.66% active;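 active means inhibition above about 55%, limit read from the data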
NR2F2 inh = NR2F2 transcriptional activity inhibitors, primary screen, cell-based, luciferase reporter, HEK293T, luminescence | COUP transcription factor 2 (Homo sapiens), P24468 | 370,000 tested, 0.7% active | inhibition, % at 8.6 µM | HEK293T NGFI-A luciferase reporter;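 active means inhibition above a per-plate cutoff, mean inhibition of test wells between control levels plus 3 SD, cut at about 38% in these data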;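 further: cells cotransfected with COUP-TFII expression vector driving the NGFI-A reporter; 0% = median of COUP-TF2 test wells and 100% = reporter-only cells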
SRC2 inh = inhibition of GAL4-SRC2 driven luciferase reporter, primary screen, SRC2 inhibitor project, cell-based, luminescence. HEK293 GAL4-SRC2 luciferase reporter. 370,000 tested, 0.17% active. Nuclear receptor coactivator 2 (Homo sapiens), Q15596. inhibition, % at 9 µM;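 active means inhibition above the mean inhibition of all tested compounds plus 3 SD, set per campaign, cut at about 52% in these data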;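 further: 0% = DMSO treated cells and 100% = cells given Gossypol at 36 µM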
* = called active by the depositor; / = no result given. Only part of the results is shown (hit frequency here may not be typical).

Compound,SRC1 inh,TLR9-MyD88 inh,NCOA3 inh,NR5A2 inv ag,NOD2-RIPK2 inh,ABHD5 PLIN5 PPI,TROY signal inh,TWEAK-Fn14 inh,Granule exo inh,NR2F2 inh,SRC2 inh
CC(C)(C)C1CCC(C(=O)OCC(=O)Nc2ccc3[nH]c(=O)[nH]c3c2)CC1 (stereo unspecified),0.8,9.9,0.8,-0.4,-10.4,3.0,6.9,-24.4,3.5,7.3,12.2
S=C(NCc1ccco1)N1CCOCC1,3.5,-5.5,28.0,13.2,7.8,-9.4,17.8,10.2,4.2,-6.2,11.0
C=CCN(CC=C)C(=O)c1cc(Cl)ccc1[N+](=O)[O-],-2.8,-3.7,-1.0,-10.1,-11.5,3.0,18.1,-4.0,2.7,1.3,-9.4
CC1COC2C(O1)N(S(C)(=O)=O)CCN2S(C)(=O)=O (stereo unspecified),-13.0,-0.1,8.7,-0.8,1.6,1.7,16.4,9.5,-0.7,2.4,-4.4
CCOC(=O)C1CCCN(c2c(N3CCN(c4ccccn4)CC3)c(=O)c2=O)C1 (stereo unspecified),9.6,-2.8,9.3,24.2,-1.0,3.4,4.8,8.3,0.6,-5.4,-5.4
O=C(O)CCSc1nc2ccccc2n1CCOc1ccccc1,-1.0,-11.4,-33.1,17.0,0.5,-2.9,-9.1,17.9,9.1,17.2,-3.5
O=S(=O)(Nc1nc2ccccc2s1)c1cnc(Cl)c(Br)c1,-38.5,-2.4,14.0,-1.0,-10.5,-2.5,45.0,-8.4,14.4,-13.7,-12.1
O=C(NCCc1ccc(Cl)cc1)c1ccc(=O)[nH]c1,0.4,2.6,-9.9,-12.9,-6.8,-2.1,-21.7,17.2,7.7,-6.5,5.9
O=C(Nc1ccc(S(=O)(=O)NCC2CCCO2)cc1)C1CC(=O)N(c2ccccc2)C1 (stereo unspecified),0.2,1.9,7.6,-12.0,-0.9,-1.4,-29.6,5.7,2.5,-5.5,18.9
CCc1c(-c2n[nH]c(=S)n2Cc2ccccc2)csc1C,-8.3,5.3,14.1,17.9,8.4,-3.3,8.5,-2.4,1.1,4.5,-3.3
CN(CC(=O)NCCc1ccc(F)cc1)Cc1cccc(Cl)c1,1.7,-4.8,5.7,-5.4,1.0,1.6,-7.3,-10.7,-0.8,9.1,6.1
CC(=O)Nc1ccc(S(=O)(=O)N(C)c2ccc(OCCOc3cccc(C)c3)cc2)cc1,-5.5,-3.6,0.7,4.9,-2.3,-4.1,28.5,20.5,-8.7,25.4,6.2
CC1=NN(c2ccccc2)C(=O)/C1=C\c1cn(C)c2ccccc12,5.1,9.2,9.0,9.7,-8.5,-2.7,-24.6,-22.6,-14.8,6.9,-21.4
O=C(Nc1ccn(Cc2ccc(Cl)cc2)n1)c1ccccc1,-48.8,1.9,-64.1,-44.1,9.2,-4.8,-67.7,-6.7,0.2,-24.9,-28.6
COc1ccc(CNC(=O)C[C@H]2C[C@H](C(=O)N(C(C)C)C(C)C)[C@@]3(C)c4[nH]c5ccc(Cl)cc5c4CCN3C2=O)cc1OC,-12.7,-7.2,-13.2,-1.8,5.2,-11.6,22.6,33.0,9.6,25.7,-14.2

Profiles, quoted from the list. Values in the order: SRC1 inh	TLR9-MyD88 inh	NCOA3 inh	NR5A2 inv ag	NOD2-RIPK2 inh	ABHD5 PLIN5 PPI	TROY signal inh	TWEAK-Fn14 inh	Granule exo inh	NR2F2 inh	SRC2 inh
Results for `CCOC(=O)C1CCCN(c2c(N3CCN(c4ccccn4)CC3)c(=O)c2=O)C1` (stereo unspecified) : 9.6	-2.8	9.3	24.2	-1.0	3.4	4.8	8.3	0.6	-5.4	-5.4
Results for `CC1COC2C(O1)N(S(C)(=O)=O)CCN2S(C)(=O)=O` (stereo unspecified) : -13.0	-0.1	8.7	-0.8	1.6	1.7	16.4	9.5	-0.7	2.4	-4.4
Results for `O=C(NCCc1ccc(Cl)cc1)c1ccc(=O)[nH]c1` : 0.4	2.6	-9.9	-12.9	-6.8	-2.1	-21.7	17.2	7.7	-6.5	5.9

Next part
Compound,SRC1 inh,TLR9-MyD88 inh,NCOA3 inh,NR5A2 inv ag,NOD2-RIPK2 inh,ABHD5 PLIN5 PPI,TROY signal inh,TWEAK-Fn14 inh,Granule exo inh,NR2F2 inh,SRC2 inh
COC(=O)c1oc2ccccc2c1NC(=O)c1ccccc1O,1.0,5.3,12.1,0.3,1.3,-2.9,15.7,15.8,-4.1,-15.4,-28.7
C=C(C)CSC1=C(C#N)C(c2ccccc2Cl)CC(=O)N1 (stereo unspecified),12.7,-1.3,4.3,0.5,2.7,-5.6,-0.8,7.2,1.4,7.3,-13.1
COCC(=O)Nc1ccc(F)cc1,-12.0,-5.8,-0.3,23.3,6.6,-3.3,18.6,7.8,-2.8,8.1,15.9
CCOC(=O)c1[nH]c(C)c(C(=O)OC)c1C,-24.7,-8.9,-13.6,-33.3,-4.4,-1.6,6.3,-11.0,11.0,-20.9,-9.3
Cc1ccc(S(=O)(=O)N(C)C)cc1NC(=O)COC(=O)COc1ccccc1[N+](=O)[O-],2.1,1.4,-2.1,1.0,-10.4,5.0,8.6,-4.8,-0.9,1.4,14.7
Cc1cccc(CC2CC(=O)N(c3ccccc3)C2=O)c1 (stereo unspecified),-3.4,0.8,13.1,8.0,6.7,-2.4,2.0,-2.7,-2.2,-4.5,2.1
COc1ccccc1-c1nnc(SC(C)C(=O)NCC2CCCO2)n1C (stereo unspecified),-2.1,0.7,22.8,26.8,-6.2,-7.4,-1.1,6.5,-8.7,-27.3,-15.1
CC(C)N1CCC(N2CCN(CC#Cc3ccccc3)CC2CCO)CC1 (stereo unspecified),-11.6,-7.5,8.7,7.4,0.8,1.0,11.1,8.2,-4.0,-10.8,-12.5
COc1ccc(-c2c(NC(=O)c3ccco3)n(-c3ccccc3)nc(C)c2=O)cc1,-0.3,0.5,12.9,-0.8,-7.6,3.3,-15.8,-3.2,-3.9,-14.6,2.2
O=C(CN1CCN(c2ccccc2O)CC1)Nc1ccnn1C1CCCC1,-1.7,-4.9,22.8,0.6,-6.9,2.7,11.8,-7.6,-2.7,7.0,18.5
c1ccc(-c2noc(-c3cccs3)n2)nc1,-86.0,-8.5,-63.8,-121.4,-4.0,-1.2,48.7,76.2*,-1.7,/,/
Cc1ccc(C(=O)NC(=S)Nc2ccc(S(=O)(=O)N(C)c3ccccc3)cc2)cc1,0.6,-0.9,19.4,10.7,1.0,8.7,22.5,37.0,0.1,7.7,-21.8
CC(C)CCOc1ccc(/C=N/N2C(=O)CSC2=S)cc1,11.4,1.2,2.8,-6.6,-5.3,-21.8,-7.5,18.6,1.7,-0.7,-16.8
O=C(CCn1nc(-c2ccccc2)ccc1=O)N1CCN(c2ccccn2)CC1,8.5,-11.9,17.0,-0.8,8.8,-3.2,-2.7,-3.0,1.2,6.1,-17.7
COC(=O)CCN(c1ccccc1)S(=O)(=O)c1cc(-c2cc(C)no2)ccc1OC,5.3,-1.4,6.8,15.3,-4.8,1.5,-29.4,-9.9,-0.3,-33.3,-8.8

(continued)
Compound,SRC1 inh,TLR9-MyD88 inh,NCOA3 inh,NR5A2 inv ag,NOD2-RIPK2 inh,ABHD5 PLIN5 PPI,TROY signal inh,TWEAK-Fn14 inh,Granule exo inh,NR2F2 inh,SRC2 inh
CCS(=O)(=O)N1CCC(C(=O)NCc2ccc(F)cc2Cl)CC1,-5.8,0.1,-4.9,2.8,5.8,0.1,-1.9,-23.4,7.7,21.5,-29.3
CCCn1ncc2c(Nc3ccc(C)c(C)c3)ncnc21,-58.2,-4.2,-82.5,-111.5,-12.0,2.6,-53.7,19.5,7.4,-25.5,-38.3
O=c1oc([C@@H](O)c2ccccc2)cc2ccccc12,-8.8,-5.0,0.1,8.8,-8.3,-1.0,-8.0,13.9,38.4,-18.3,-37.8
Cc1ccc(C(=O)OC(C)C(=O)N(C)C2CCCCC2)cc1S(=O)(=O)N1CCCCC1 (stereo unspecified),-16.4,-2.4,21.1,5.9,-5.4,-3.2,2.9,6.5,-2.1,19.3,-0.1
COc1cccc(CC(=O)Nc2ccccc2C(=O)N2CCOCC2)c1,-9.4,1.3,-3.3,-2.5,-2.6,1.0,6.9,-14.5,-6.1,13.0,-7.2
O=C(Nc1ccc(Cl)c(S(=O)(=O)N2CCOCC2)c1)c1ccncc1,14.3,8.0,6.8,5.0,-6.1,1.3,-15.2,-20.1,10.3,-73.2,-15.3
CC(=O)Nc1ccc(C=NNc2nnc(NN=Cc3ccc(NC(C)=O)cc3)c3ccccc23)cc1,-27.3,3.4,7.9,-17.1,-0.9,-0.1,38.1,56.4*,-6.2,8.6,-13.0
CN(C)C(=O)c1cccn(Cc2ccc(C(F)(F)F)cc2)c1=O,5.1,-1.9,-2.3,-2.9,4.2,-0.6,-9.0,-4.2,1.1,17.9,-19.3
CCC(=O)N1CCN(c2ccccc2NC(=O)COc2cccc(C)c2C)CC1,14.7,0.0,4.4,26.8,2.5,1.5,4.7,-25.5,1.0,7.1,0.9
COc1cc(C=C2CCCC(=Cc3ccc(OCC4CO4)c(OC)c3)C2=O)ccc1OCC1CO1 (stereo unspecified),26.9,2.3,31.4,-20.1,1.5,24.4*,-3.6,73.0*,-0.7,68.5*,11.6
Cc1ccc(OC(C)C(=O)Nc2ccncc2)cc1C (stereo unspecified),12.8,11.6,-5.4,27.6,-1.7,-4.1,15.0,-6.3,9.4,34.4,11.0
